MCL1-BIM inh = inhibitors of human MCL1 binding to BIM-BH3 peptide | Q07820 | GST-MCL1 / FITC-Bim-BH3 fluorescence polarization | inhibition, % at 10.9 µM | actives 0.68% (n = 320,000) | AID 2057;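 active = inhibition above the mean inhibition of all tested compounds plus 3 SD, set per campaign, cut at about 40% in these data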;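 also: 0% = DMSO wells and 100% = unlabeled Bim-BH3 peptide control; higher means more loss of mP so more displacement of Bim peptide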
Target sequence (Q07820 whole entry, looked up): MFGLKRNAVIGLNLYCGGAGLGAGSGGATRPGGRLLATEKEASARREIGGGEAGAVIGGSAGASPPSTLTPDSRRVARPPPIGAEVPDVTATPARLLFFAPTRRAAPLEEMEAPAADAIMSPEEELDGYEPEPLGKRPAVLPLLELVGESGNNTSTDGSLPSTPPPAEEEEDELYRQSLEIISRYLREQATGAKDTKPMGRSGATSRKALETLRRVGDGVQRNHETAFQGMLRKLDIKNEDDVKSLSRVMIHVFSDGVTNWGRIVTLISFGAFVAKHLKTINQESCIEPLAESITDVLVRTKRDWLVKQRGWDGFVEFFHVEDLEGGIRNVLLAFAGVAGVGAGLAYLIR
GSTO1 counter = counter-screen for RBBP9 inhibitors: inhibitors of human GSTO1. recombinant GSTO1, activity-based probe fluorescence polarization. inhibition, % at 5.96 µM. actives 1.1% (n = 300,000). AID 1974;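 active = inhibition above the campaign mean inhibition plus 3 SD, cut at about 35% in these data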;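 also: 0% = GSTO1-1 with DMSO and 100% = wells lacking GSTO1-1 enzyme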
Fam108B inh = blocks mouse Fam108B hydrolase in RBBP9 counter-screen; actives 0.33% (n = 300,000); recombinant Fam108B, FP-Rh probe fluorescence polarization; inhibition, % at 9.51 µM;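 active = inhibition above the screen mean inhibition plus 3 SD, computed separately per campaign, cut at about 18% in these data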;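 also: inhibitors lower polarization as less probe binds the enzyme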
PAD4 FP inh = inhibitors of human PAD4; Q9UM07; recombinant PAD4, RCA probe fluorescence polarization; inhibition, % at 6.36 µM; actives 0.41% (n = 330,000);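 active = percent inhibition above a cutoff equal to the mean of all tested compounds plus 3 SD, cut at about 15% in these data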;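 also: 0% = PAD4 with RCA probe and DMSO and 100% = probe without PAD4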
Target sequence (Q9UM07 whole entry, looked up): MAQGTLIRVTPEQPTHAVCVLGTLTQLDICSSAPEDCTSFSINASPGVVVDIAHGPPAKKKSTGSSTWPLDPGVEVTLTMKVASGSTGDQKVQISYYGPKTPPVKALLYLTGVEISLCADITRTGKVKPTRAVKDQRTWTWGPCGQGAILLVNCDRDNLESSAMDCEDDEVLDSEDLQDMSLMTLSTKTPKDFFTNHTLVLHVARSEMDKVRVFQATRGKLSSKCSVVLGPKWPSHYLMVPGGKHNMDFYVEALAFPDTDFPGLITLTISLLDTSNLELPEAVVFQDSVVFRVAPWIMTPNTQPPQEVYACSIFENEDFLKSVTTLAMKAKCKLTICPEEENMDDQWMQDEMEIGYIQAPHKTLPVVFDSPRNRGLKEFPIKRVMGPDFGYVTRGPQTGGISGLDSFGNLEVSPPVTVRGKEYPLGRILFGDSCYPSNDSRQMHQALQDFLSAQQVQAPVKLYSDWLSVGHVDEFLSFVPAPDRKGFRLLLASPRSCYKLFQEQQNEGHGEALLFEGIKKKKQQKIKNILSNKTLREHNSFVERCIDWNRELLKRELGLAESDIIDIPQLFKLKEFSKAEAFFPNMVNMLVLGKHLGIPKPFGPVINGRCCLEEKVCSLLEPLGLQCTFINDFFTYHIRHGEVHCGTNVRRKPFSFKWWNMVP
PME-1 primary = PME-1 (human) inhibition. recombinant PME-1, FP-Rh probe fluorescence polarization. inhibition, % at 5.9 µM. actives 0.53% (n = 320,000);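 active = inhibition above the campaign mean of all compounds plus 3 SD, cut at about 26% in these data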;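 also: competitive labeling of PME-1 active site by serine hydrolase directed probe; 0% = PME-1 with DMSO and 100% = wells lacking PME-1 enzyme; inhibitors block probe labeling so polarization falls and inhibition rises; many of its hits are not listed in these tables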
Bcl-xL primary = Bcl-xL (human) inhibition | GST-Bcl-xL / FITC-Bim BH3 peptide fluorescence polarization | AID 2129 | inhibition, % at 10.9 µM | actives 0.7% (n = 320,000);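 active = inhibition above the mean of all tested compounds plus 3 SD, cutoff set per campaign, cut at about 30% in these data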;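 also: 0% = DMSO wells and 100% = unlabeled Bim-BH3 peptide competitor; inhibitors lower millipolarization by displacing the labeled peptide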
MEX-5 binding = C. elegans MEX-5 TCR-2 RNA binding activity. AID 1832. Q9XUB2. activity score (negative = inhibition of binding), % at 10 µM. MEX-5/FITC-TCR2 RNA binding, fluorescence polarization; stronger effect = lower value. actives 0.38% (n = 300,000);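 active = inhibition past about -25% in most replicates, and total fluorescence under double the plate's negative control median, limit read from the data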;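 also: 0% = DMSO and -100% = 5 µM competing unlabeled TCR2 RNA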
GLD-1 RNA inh = GLD-1-TGE RNA interaction inhibition (C. elegans). Q17339. purified GLD-1 + fluorescein TGE RNA, fluorescence polarization. inhibition, % at 5.96 µM. actives 0.44% (n = 320,000). AID 2280;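 active = percent inhibition above a per-plate cutoff, the plate mean of test compounds plus 3 SD, cut at about 30% in these data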;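 also: 0% = DMSO wells with GLD-1 and probe and 100% = wells lacking GLD-1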
TPT1 inhibitor = C. albicans TPT1 enzyme inhibition; inhibition, % at 5 µM; actives 0.81% (n = 300,000); recombinant caTPT1, FP RNA substrate dephosphorylation;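 active = inhibition above the mean of all tested compounds plus 3 SD, set per screening campaign, cut at about 24% in these data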;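 also: plate controls were DMSO alone for no effect and ferristatin control at 100 nM for full effect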
Numbers without * were called inactive; x = no result given. The list is partial; rates above refer to the full screens.

1	CCCCC#Cc1cncc(C(=O)N/N=C/c2cccc(OC)c2)c1
2	CCc1noc(C)c1C(=O)Nc1nnc(C(CC)CC)s1
3	O=C1C(=O)c2ccccc2C([O-])=C1[n+]1ccccc1
4	Cc1cc(C)cc(NS(=O)(=O)c2ccc3[nH]c(=O)[nH]c3c2)c1
5	CS(=O)(=O)N1CCN(c2ccc(NC(=O)C(c3ccccc3)c3ccccc3)cc2)CC1
6	CC(C)CNC(=O)c1cc(-c2ccco2)on1
7	Cc1oc(C(C)(C)C)cc1-c1cc(NC(=O)c2ccc([N+](=O)[O-])cc2)n[nH]1
8	Cc1ccc(-n2c(=O)c3sccc3n(CC(=O)NC3CCCCC3)c2=O)cc1
9	COc1ccc(CNC(=O)c2ccc(N3CCC4(CC3)CC(c3ccc(Cl)cc3)=NO4)c([N+](=O)[O-])c2)cc1
10	N#CN=C1CCCCCN1CC(N)=O
Compound,1,2,3,4,5,6,7,8,9,10
MCL1-BIM inh,6,-8,3,0,0,4,-2,3,4,6
GSTO1 counter,-7,x,24,-15,5,2,8,11,-13,-2
Fam108B inh,-11,x,-1,1,0,-2,2,-1,-7,-4
PAD4 FP inh,-6,3,-10,4,-2,0,3,-1,-1,-2
PME-1 primary,-17,2,1,-4,2,9,-5,-3,-7,3
Bcl-xL primary,5,-2,0,-2,3,6,3,-1,3,2
MEX-5 binding,-3.6,x,0.1,3.2,3.9,-0.9,-0.1,-1.7,2.6,0.8
GLD-1 RNA inh,2,6,6,9,6,8,6,3,11,2
TPT1 inhibitor,-1,x,-6,2,1,-3,-1,-6,-1,5

Reformatted as a markdown table: three of the compounds above.
| # | mol | MCL1-BIM inh | GSTO1 counter | Fam108B inh | PAD4 FP inh | PME-1 primary | Bcl-xL primary | MEX-5 binding | GLD-1 RNA inh | TPT1 inhibitor |
| --- | --- | --- | --- | --- | --- | --- | --- | --- | --- | --- |
| 3 | O=C1C(=O)c2ccccc2C([O-])=C1[n+]1ccccc1 | 3 | 24 | -1 | -10 | 1 | 0 | 0.1 | 6 | -6 |
| 4 | Cc1cc(C)cc(NS(=O)(=O)c2ccc3[nH]c(=O)[nH]c3c2)c1 | 0 | -15 | 1 | 4 | -4 | -2 | 3.2 | 9 | 2 |
| 5 | CS(=O)(=O)N1CCN(c2ccc(NC(=O)C(c3ccccc3)c3ccccc3)cc2)CC1 | 0 | 5 | 0 | -2 | 2 | 3 | 3.9 | 6 | 1 |

More compounds follow:
11	Nc1nc(CN2CCN(Cc3ccc4c(c3)OCO4)CC2)nc(Nc2ccccc2)n1
12	O=C(NC(=S)NCCCN1CCOCC1)c1ccc(Br)cc1
13	COc1ccccc1NS(=O)(=O)c1ccc(C(=O)N2CCCCCCC2)cc1
14	Cc1cc(NC(=O)CCCSc2nc(-c3ccco3)cc(C(F)(F)F)n2)n(-c2ccccc2)n1
15	O=C(COc1ccc2ccccc2c1)N1CCN(C(=O)c2cccnc2)CC1
16	CCOC(=O)C1=C(C)Nc2ccc(C)cc2S1
17	C=CCn1c(SCC(=O)N2CCN(C(=O)c3ccco3)CC2)nc2sc(CC)cc2c1=O
18	COC(=O)c1ccccc1NC(=O)Nc1c(C)n(C)n(-c2ccccc2)c1=O
19	O=C(/C=C/c1ccc(Cl)c(C(F)(F)F)c1)N1CCN(c2ccccn2)CC1
20	COc1ccc(N(C(=O)c2ccncc2)S(=O)(=O)c2cccc([N+](=O)[O-])c2)cc1
Compound,11,12,13,14,15,16,17,18,19,20
MCL1-BIM inh,2,8,6,5,4,8,3,5,9,-2
GSTO1 counter,-1,9,x,-10,8,5,7,-5,1,-1
Fam108B inh,-1,-2,x,-8,1,1,7,-1,-2,1
PAD4 FP inh,1,-3,-6,-4,4,5,6,2,-3,0
PME-1 primary,3,-5,14,-5,-6,5,-7,6,-4,2
Bcl-xL primary,-1,1,6,6,4,3,3,5,2,4
MEX-5 binding,0.9,-0.2,x,0.7,0.3,2.4,-2.5,4.2,-0.1,0.1
GLD-1 RNA inh,5,5,6,-2,2,2,5,-4,4,0
TPT1 inhibitor,1,-1,x,4,0,0,-1,2,0,2

21	O=C(CN1CCN(Cc2ccccc2)CC1)Nc1ccc(Cl)cc1
22	Cc1c(NC(=O)c2cc(-c3ccc(O)cc3)on2)c(=O)n(-c2ccccc2)n1C
23	Cc1oc2c(c1C(=O)c1ccccc1)C(=O)C(=O)c1ccccc1-2
24	COc1ccc(CNC(=O)C2CSCCS2)cc1 (stereo not drawn)
25	O=C(Nc1ccccc1-c1nnc(SCc2ccccc2Cl)o1)c1ccccc1
26	COc1ccc(OC)c(S(=O)(=O)Nc2cccc(-c3ccc(N4CCCCCC4)nn3)c2)c1
27	Cc1c(C(=O)NC2CCN(Cc3ccccc3)C2)oc2c(Cl)cccc12 (stereo not drawn)
28	Cc1ccc(C(=O)O/N=C(\N)c2ccccn2)cc1
29	O=C(/C=C/c1cccnc1)c1cc(F)ccc1O
30	O=C(Nc1ccccc1Sc1ccccc1)c1ccccc1F
Compound,21,22,23,24,25,26,27,28,29,30
MCL1-BIM inh,5,-2,16,8,2,4,5,4,2,1
GSTO1 counter,9,8,85*,9,-1,6,1,1,3,-6
Fam108B inh,-6,-1,55*,-7,-10,-10,-3,-1,0,-8
PAD4 FP inh,7,-5,74*,1,-6,-6,-7,2,1,6
PME-1 primary,-2,-3,29*,-3,3,-11,5,3,10,-1
Bcl-xL primary,4,0,10,5,-4,7,5,-1,3,4
MEX-5 binding,1.1,-1.2,-0.8,0.0,0.4,3.3,1.3,3.6,-1.1,-0.4
GLD-1 RNA inh,7,-2,3,2,7,-4,1,-2,-8,6
TPT1 inhibitor,0,1,-6,-3,-5,-2,-3,0,1,-5

31	CCc1cc2c(=O)c(-c3nc(C)cs3)c(CCCC(=O)O)oc2cc1O
32	CC(C)(C)NCC(O)(c1ccc(Cl)cc1)c1ccc(Cl)cc1
33	CCc1c(C)sc(NC(=S)N2CCN(S(C)(=O)=O)CC2)c1C(=O)OC
34	CC(C)c1ccc(C(C(=O)NC2CCCCC2)N(C(=O)c2ccccn2)c2cccnc2)cc1 (stereo not drawn)
35	CN1CCCC(OC(=O)c2cccc(Br)c2)C1 (stereo not drawn)
36	COc1cccc(CNC(=O)c2nnn(CC(=O)Nc3cccc(C)c3)c2N)c1
37	COc1ccc(S(=O)(=O)NC2(C(F)(F)F)NC(=O)N(CCc3ccc(OC)c(OC)c3)C2=O)cc1 (stereo not drawn)
38	N/C(=N\OC(=O)CCCOc1ccccc1)c1ccncc1
39	Fc1ccc(F)c(NC(=S)NCCc2ccccc2)c1
40	CC1=NN(C(=O)CSCc2ccccc2)C(O)(c2ccc(F)cc2)C1 (stereo not drawn)
Compound,31,32,33,34,35,36,37,38,39,40
MCL1-BIM inh,2,1,11,3,-4,7,-6,6,2,6
GSTO1 counter,3,0,7,-1,0,-7,-1,3,6,9
Fam108B inh,-2,-1,1,2,1,-3,-3,-1,1,2
PAD4 FP inh,-1,-5,3,4,2,-2,-3,-1,-3,4
PME-1 primary,2,-4,3,1,-3,-2,-10,0,-5,-4
Bcl-xL primary,0,2,5,3,6,7,0,-1,8,0
MEX-5 binding,-0.4,-1.3,1.6,0.5,0.0,2.0,1.0,0.1,-0.5,1.0
GLD-1 RNA inh,2,12,4,3,5,4,8,-4,4,-8
TPT1 inhibitor,-4,4,-3,1,-5,-2,0,0,0,-1

41	O=P(O)(c1ccccc1)c1ccccc1O
42	CCOc1cc(C2NC(=O)N(C)C(C)=C2C(=O)OC)cc(Br)c1O (stereo not drawn)
43	COc1ccc(/C=C2\SC(=O)N(CCn3cnnn3)C2=O)cc1
44	O=C(Nc1nnc(-c2ccc(Cl)s2)o1)C1CC1
45	O=C(CCc1cccc(Cl)c1)N1CCCC(Nc2ccccc2)C1 (stereo not drawn)
46	Cn1cnc([N+](=O)[O-])c1Sc1ncnc2nc[nH]c12
47	COC(=O)Cn1cc(C(=O)OC)cc(Br)c1=O
48	CCn1cc(C(=O)NCc2ccc3c(c2)OCO3)c(=O)c2cc(S(=O)(=O)N3CCOCC3)ccc21
49	C=CCN=c1scc(-c2ccco2)n1/N=C/c1ccc(O)c(O)c1O
50	Cc1ccc(-n2nc3c(c2NC(=O)C2CC2)CS(=O)(=O)C3)cc1
Compound,41,42,43,44,45,46,47,48,49,50
MCL1-BIM inh,6,-3,18,11,6,-1,-3,2,50*,-1
GSTO1 counter,4,3,2,5,1,0,1,8,4,2
Fam108B inh,-1,1,0,-4,1,1,2,-1,-6,1
PAD4 FP inh,1,-1,-3,6,2,4,0,-6,3,1
PME-1 primary,4,-2,5,5,4,-1,-3,1,29*,-2
Bcl-xL primary,5,8,6,6,5,2,2,6,14,5
MEX-5 binding,-0.6,3.7,-1.1,-1.0,2.2,-3.8,1.8,-0.6,-28*,0.0
GLD-1 RNA inh,-4,-8,5,5,1,1,4,-3,1,2
TPT1 inhibitor,-1,8,-1,0,0,1,-2,0,3,-4

51	O=C(CN1C(=O)C(=O)c2ccccc21)c1ccc(Cl)cc1
52	COC(=O)c1cccc(NC(=O)c2ccco2)c1
53	Cc1cc(Cl)ccc1NC(=S)NCc1ccccc1Cl
54	O=C(CN1CCCCCC1)N1c2ccccc2Sc2ccc(C(F)(F)F)cc21
55	Cc1ccc(N(CCC(=O)O)S(=O)(=O)c2ccccc2)cc1
56	O=S(=O)(Nc1ccc(F)cc1)c1cccc2nsnc12
57	COc1ccc(S(=O)(=O)N2CCC(N3CCN(c4ccccc4OC)CC3)CC2)cc1
58	CC(Oc1ccc(Br)cc1Br)C(=O)NC1CCCC1 (stereo not drawn)
59	COCC1CCCCN1C(=O)CCCn1nnnc1CN1CCC(C)CC1 (stereo not drawn)
60	O=C(Nc1nc(-c2ccccc2)cs1)C1CCCCN1S(=O)(=O)c1ccc(Cl)cc1 (stereo not drawn)
Compound,51,52,53,54,55,56,57,58,59,60
MCL1-BIM inh,5,12,10,5,4,4,4,0,-6,-5
GSTO1 counter,-3,4,-1,-2,-2,2,-2,8,0,-7
Fam108B inh,1,3,-1,0,2,3,6,-2,4,-32
PAD4 FP inh,-6,-5,-3,-1,-1,0,2,-5,-1,-1
PME-1 primary,-1,-1,1,0,-11,2,7,-2,3,-56
Bcl-xL primary,5,7,3,2,4,4,4,4,-2,-1
MEX-5 binding,-2.2,1.8,1.4,-1.2,-1.0,1.3,0.0,-1.4,-0.2,-1.0
GLD-1 RNA inh,-5,-1,-2,4,2,-4,5,2,3,9
TPT1 inhibitor,-3,-7,2,-2,0,-2,-5,0,-3,2

Along the list, quoted from above:
GLD-1 RNA inh, compounds 51 to 58, in order: -5, -1, -2, 4, 2, -4, 5, 2

Other results follow.
61	O=C(CNC(=O)c1ccc2c(=O)n3c(nc2c1)CCC3)Nc1ccc(F)c(F)c1
62	CCc1ccccc1Nc1cc(C(=O)NCc2ccccn2)c2ccccc2n1
63	COc1ccc(CC(=O)N2CC(=O)N(CCc3ccccc3)C(=O)C2)cc1
64	CSCC[C@H](N)C(=O)N1CCC(C(=O)N[C@@H](Cc2c[nH]c3ccccc23)C(=O)O)CC1
Compound,61,62,63,64
MCL1-BIM inh,-10,-5,-3,-1
GSTO1 counter,2,2,4,6
Fam108B inh,2,3,3,2
PAD4 FP inh,4,-3,-3,-5
PME-1 primary,-6,0,-6,0
Bcl-xL primary,-2,0,3,1
MEX-5 binding,0.1,-0.9,-1.4,2.3
GLD-1 RNA inh,0,10,5,0
TPT1 inhibitor,2,0,2,-1

Single values from the entries so far:
Value of cpd 64 in PAD4 FP inh: -5
Value of cpd 14 in PAD4 FP inh: -4
Value of cpd 16 in TPT1 inhibitor: 0
Value of cpd 40 in MCL1-BIM inh: 6

Screens deposited in PubChem by several laboratories.
